# STK33 kinase inh = inhibitors of purified STK33 kinase, primary screen, biochemical, ADP-Glo luminescence, homogeneous, cell-free; MBP phosphorylation; inhibition, % at 10 µM; 320,000 tested, 0.073% active;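 active means inhibition at or above 25%, using the most active replicate where run in duplicate; inactive means inhibition below 25%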
# Target sequence (Q9BYT3 whole entry, looked up): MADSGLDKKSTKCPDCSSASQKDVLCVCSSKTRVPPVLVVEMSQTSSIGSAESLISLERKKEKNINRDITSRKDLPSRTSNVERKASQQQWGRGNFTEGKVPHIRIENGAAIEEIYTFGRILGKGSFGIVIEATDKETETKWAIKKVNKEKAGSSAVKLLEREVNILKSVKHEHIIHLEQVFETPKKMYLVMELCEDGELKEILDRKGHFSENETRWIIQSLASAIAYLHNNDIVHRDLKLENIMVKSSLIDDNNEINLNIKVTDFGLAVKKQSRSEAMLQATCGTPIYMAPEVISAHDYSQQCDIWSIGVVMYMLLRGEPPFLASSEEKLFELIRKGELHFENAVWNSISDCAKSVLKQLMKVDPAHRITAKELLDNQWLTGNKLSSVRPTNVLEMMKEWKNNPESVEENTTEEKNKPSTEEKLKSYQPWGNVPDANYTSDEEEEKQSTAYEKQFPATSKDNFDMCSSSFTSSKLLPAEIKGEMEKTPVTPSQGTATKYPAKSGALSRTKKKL
# OX1R antag = antagonists of human orexin 1 receptor (OX1R); Orexin/Hypocretin receptor type 1 (Homo sapiens), O43613; OX1R-expressing cells, FRET antagonist read-out; inhibition, % at 6.6 µM; 330,000 tested, 1.8% active; AID 485270, 2010; in the data active means inhibition mostly above about 38%, no sharp cut-off; inactive means mostly below about 40%;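 further: 0% = agonist challenge alone and 100% = reference antagonist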
# Target sequence (O43613 whole entry, looked up): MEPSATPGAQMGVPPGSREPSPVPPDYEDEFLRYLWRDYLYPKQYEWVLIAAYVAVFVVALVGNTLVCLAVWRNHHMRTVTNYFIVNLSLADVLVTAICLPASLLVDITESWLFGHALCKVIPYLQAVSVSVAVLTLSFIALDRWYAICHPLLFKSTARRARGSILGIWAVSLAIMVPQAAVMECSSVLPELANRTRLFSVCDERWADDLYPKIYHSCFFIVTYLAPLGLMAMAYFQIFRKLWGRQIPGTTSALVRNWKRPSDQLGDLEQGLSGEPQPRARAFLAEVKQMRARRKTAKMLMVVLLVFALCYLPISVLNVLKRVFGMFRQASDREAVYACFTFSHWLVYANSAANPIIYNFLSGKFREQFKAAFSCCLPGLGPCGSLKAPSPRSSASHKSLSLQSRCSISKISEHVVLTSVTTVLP
# KCNQ2 block = KCNQ2 potassium channel inhibitors, primary screen, cell-based, CHO-K1, FluxOR thallium flux, B-score (AID 2156). 310,000 tested, 1.1% active. B-score at 10 µM. 20 min; active compounds read low. Potassium voltage-gated channel subfamily KQT member 2 (Rattus norvegicus), O88943;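 active means fluorescence ratio B-score at most minus 3 library SDs, with starting brightness B-score within 2 library SDs, cut at about -5.5 in these data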
# An asterisk follows results filed as active; i = inactive; . = no result given.
SMILES,STK33 kinase inh,OX1R antag,KCNQ2 block
C#CCOCCOCCOCCNc1nc(N2CCN(C(=O)[C@H](CCCCN)n3cc(CCCC)nn3)CC2)nc(N2CCN(C(=O)[C@H](Cc3ccc(O)cc3)n3cc(CCO)nn3)CC2)n1,2.5,10.9,i
CN(CC(=O)Nc1cccc(F)c1)C(=O)c1cn2ccccc2n1,0.6,6.2,.
c1ccc(CSc2nnc3c(n2)OC(c2ccco2)Nc2ccccc2-3)cc1 (stereo not given),0.0,57.1,i
COc1ccc(NC(=O)COC(=O)Cc2ccc(Br)cc2)cc1,6.6,19.7,i
C(=N\n1cnnc1)/c1cccnc1,-2.0,16.2,i
COc1ccc(CCN=c2c([N+](=O)[O-])nn(-c3cccc(C)c3)n2O)cc1OC,0.2,74.7*,i
CCOc1cc(C2NC(=O)NC(C)=C2C(=O)NCc2ccccc2)c(Cl)cc1O (stereo not given),-1.1,2.6,i
COC(=O)c1cc(OC)c(OCc2cc(C(=O)OC)oc2C)c(OC)c1,0.3,50.9,i
COC(=O)c1ccc(NC(=O)CSc2nc(N)c(NC(=O)c3ccc(Br)o3)c(=O)[nH]2)cc1,-0.1,10.2,i
CCOC(=O)c1nn(-c2cccc(C)c2)c2nnc(Cc3ccc(C)cc3)c(=O)n12,-0.7,10.8,i
CCc1cc(-c2n[nH]c(C)c2-c2nc(C)cs2)c(O)cc1OC,0.3,22.0,i
COc1ccc(N(CC(=O)NCc2cccnc2)S(=O)(=O)c2ccccc2)c(OC)c1,-1.0,13.6,i
O=C(Nc1cccc(OC(=O)c2ccc(Br)o2)c1)c1ccccc1,-0.7,9.3,i
Cc1ccccc1Nc1ncc(C#N)c(N)n1,6.2,-2.0,i
CN(CC(=O)Nc1ccccc1N1CCOCC1)S(=O)(=O)c1ccc(Cl)cc1,-1.5,6.8,i
CCC(C(=O)N1CCN(Cc2ccc3c(c2)OCO3)CC1)n1c(=O)[nH]c2ccccc2c1=O (stereo not given),0.7,7.2,i
CCOC(=O)c1c(C)c(C(=O)NCc2cccs2)c(C)n1CC,-2.1,22.1,i
Cc1ccccc1OC1=NS(=O)(=O)c2ccccc21,1.1,6.0,i
Cc1ccc(Sc2nc3c(c(=O)[nH]c(=O)n3C)n2CCc2ccccc2)cc1,-0.4,8.0,.
COC(=O)c1ccc(COC(=O)c2cccnc2Cl)cc1,-0.3,16.2,i
CCCCC(C)n1[nH]c(=O)cc1N (stereo not given),-0.6,12.1,i
N=C1C(c2nc3ccccc3[nH]2)=C(O)CN1NC(=O)c1c[nH]c2ccccc12,-1.2,-66.3,i
O=S(=O)(c1ccccc1)N1CCC2(CC1)OCCO2,-1.0,27.6,i
Cc1cccc(NC(=O)c2ccccc2SCc2ccc(F)cc2)n1,-1.2,5.0,.
Cc1nn(C)cc1CNC(=O)c1cccc(Cl)c1,-4.1,4.6,i
COc1ccc(NC(=S)N(CCCN2CCCC2)Cc2ccco2)cc1,-2.4,4.8,i
O=C(NCc1n[nH]c(=S)n1-c1ccc(Cl)c(Cl)c1)c1ccc(S(=O)(=O)N2CCOCC2)cc1,0.3,21.5,i
COCCNC(=O)CN1C(=O)COc2ccc(S(=O)(=O)N3CC(C)CC(C)C3)cc21 (stereo not given),-1.1,17.1,i
CC(Sc1nncs1)C(=O)NCc1ccc2c(c1)OCO2 (stereo not given),-0.1,25.0,i
O=C(Cc1cccs1)NCc1ccc(Cl)cc1Cl,-0.4,22.8,i
COc1cccc(-n2c(=O)c3c(C)c(C(=O)N(C)C)sc3n(CC(=O)NCCc3ccc(OC)c(OC)c3)c2=O)c1,0.0,13.7,i
Cc1cc(NC(=O)c2cccc([N+](=O)[O-])c2)n(-c2ccccc2)n1,0.7,23.1,i
Cc1ccccc1NC(=O)C(NC1CCCCC1)C(C)C (stereo not given),0.1,18.5,i
Cc1cc(C)c(C#N)c(SCc2[nH]nc3c2C(c2ccccc2)C(C#N)=C(N)O3)n1 (stereo not given),-1.5,60.2*,i
CCCN1CCN(C(=O)c2oc3ccccc3c2NC(=O)C2CC2)CC1,2.1,8.6,i
COc1cccc(COC(=O)C2CCN(C(=O)c3ccccc3C)CC2)c1OC,-0.8,26.2,i
COc1ccc(CCN(Cc2nc3ccccc3c(=O)[nH]2)C(=O)c2ccco2)cc1OC,0.5,-4.7,i
CC1CCCCN1Cc1ccc(N(C)C)cc1 (stereo not given),-0.8,27.9,i
Cc1ccccc1NC(=O)Cc1nc(COC(=O)c2cccc(C)c2O)cs1,-0.3,23.4,i
CN(CC(=O)Nc1ccccc1Cl)C(=O)c1cccc(-n2cccc2)c1,-1.4,14.6,i
COc1ccc(OCC(O)CN2C(=O)c3ccccc3C2=O)cc1 (stereo not given),-0.4,14.3,i
O=C(O)CCSc1nnc(COc2ccc(Cl)cc2)n1-c1ccccc1,1.0,47.5,i
O=C(c1ccc(Cl)cc1)N1CCC(c2nc(-c3cccs3)no2)CC1,2.3,12.6,i
Nc1ccc(C(=O)N/N=C\c2cc(N=Nc3cccc4ccccc34)ccc2O)cc1,-0.2,7.6,i
Cc1ccc(S(=O)(=O)N2CCN(C(=O)c3cc4c(s3)CCCC4)CC2)cc1,-1.1,1.7,.
CCN(c1ccc(OC)cc1)S(=O)(=O)N1CCCC(C(=O)NCc2ccccc2Br)C1 (stereo not given),-1.3,-1.6,-10.1*
O=C(CSc1nnc(-c2ccccc2Cl)o1)N1CCCCC1,0.6,21.1,i
COC(=O)C1=C(C)N(c2ccc(Cl)cc2)/C(=C/c2ccc(O)cc2)C1=O,-0.5,18.3,i

# Quoted from the listing (4 entries):
SMILES,STK33 kinase inh,OX1R antag,KCNQ2 block
COc1ccc(CCN(Cc2nc3ccccc3c(=O)[nH]2)C(=O)c2ccco2)cc1OC,0.5,-4.7,i
CC1CCCCN1Cc1ccc(N(C)C)cc1 (stereo not given),-0.8,27.9,i
Cc1ccccc1NC(=O)Cc1nc(COC(=O)c2cccc(C)c2O)cs1,-0.3,23.4,i
CN(CC(=O)Nc1ccccc1Cl)C(=O)c1cccc(-n2cccc2)c1,-1.4,14.6,i

# Following part:
SMILES,STK33 kinase inh,OX1R antag,KCNQ2 block
O=C(O)c1ccc(-n2nnnc2Oc2cccc3cccnc23)cc1,1.6,10.2,i
CCOP(=O)(OCC)C(Nc1cccc([N+](=O)[O-])c1)c1ccc(N(C)C)cc1 (stereo not given),-2.8,6.4,i
Cc1nc(N)sc1C(=O)N/N=C/c1cccnc1,0.1,28.3,i
CCCc1c(OCCCCc2nn[nH]n2)ccc(C(C)=O)c1O,2.5,12.6,i
CC(=O)N/C(=C\c1ccccc1)C(=O)OCC(=O)c1c(N)n(CC(C)C)c(=O)n(C)c1=O,-1.4,19.3,i
O=C(Cc1ccccc1)NCC(=O)OCC(=O)c1ccccc1Cl,2.3,3.0,i
Cc1noc(N)c1C(=O)Nc1ccc(F)c(Cl)c1,1.9,-4.5,i
CC(C)N(Cc1ccccc1)CC(O)COc1ccc(S(=O)(=O)N2CCOCC2)cc1Cl (stereo not given),0.4,22.0,i
CC(C)NC(=O)COc1ccccc1C#N,-1.7,10.2,i
CC12CCC(=O)N1C(C(=O)N1CCN(S(=O)(=O)c3cccc(C(F)(F)F)c3)CC1)CS2 (stereo not given),.,15.3,i
Fc1c(F)c(F)c(N=Cc2ccc3ncccc3c2)c(F)c1F,0.9,8.6,i
CCC(C)Nc1nc(-c2ccc3c(c2)NC(=O)CO3)cs1 (stereo not given),0.3,11.8,i
CC(=O)c1ccc(Nc2c3c(c(C#N)c4nc5ccccc5n24)CCC3)cc1,-2.0,15.4,i
O=C(NC1CCCC1)C(c1ccncc1)N(C(=O)Cn1nnc(-c2ccccc2F)n1)c1cccc(F)c1 (stereo not given),0.0,13.1,i
CSc1cccc(NC(=S)NN(C)C)c1,-1.1,6.3,i
CC[C@@H](C)[C@H](NC(=O)Cc1c(C)c2c(cc(C)c3c(C)c(C)oc32)oc1=O)C(=O)O,-0.4,.,i
O=C(COC(=O)C1CC2C=CC1C2)Nc1c(Br)cc([N+](=O)[O-])cc1Br (stereo not given),-1.7,18.3,.
CCOc1ccccc1CNC(=O)Cn1ccc2cc(S(=O)(=O)N3CCCC3)ccc21,-1.4,19.9,i
COc1ccc(CCNC(=O)CN2c3cccc4cccc(c34)S2(=O)=O)cc1OC,1.0,17.8,i
CCN(CC)C(=O)COc1coc(CN2CCN(c3cccc(Cl)c3)CC2)cc1=O,-0.1,9.8,i
COC(=O)C1=C(C)N(c2ccc(F)cc2)C(=O)C1,-0.5,24.0,i
O=S(=O)(Nc1cccc2ccccc12)N1CCCC1,-0.3,16.6,i
Cc1cc(C(=O)NCc2cc(C(=O)O)oc2C)c(C)o1,-1.1,9.6,i
Cc1ccc(S(=O)(=O)N2N=C3CCCCC3C2(O)C(F)(F)F)cc1 (stereo not given),0.1,18.6,i
COc1ccc(CCn2c(N3CCN(C)CC3)nc3c2c(=O)[nH]c(=O)n3C)cc1,0.3,28.9,i
O=C(NC1CCCc2ccccc21)c1cccc(Br)c1 (stereo not given),-1.1,11.4,i
C[C@H](CO)N1C[C@H](C)[C@H](CN(C)C(=O)Nc2ccc(C(F)(F)F)cc2)Oc2c(NC(=O)c3ccncc3)cccc2C1=O,-1.6,12.5,.
COc1ccc(C2=NOC(COC(=O)c3ccc4ccccc4n3)C2)cc1 (stereo not given),-2.0,22.7,i
COc1ccc(C(N)=O)cc1NC(=O)CC(O)(C(F)(F)F)C(F)(F)F,-2.2,16.5,i
C#CCSc1nnc(-c2ccccc2)c(=O)[nH]1,-0.3,27.6,i
Cc1ccc(C)c(NC(=S)NCc2cccn2C)c1,0.4,4.5,i
COc1ccc(CNC(=O)Cc2csc(Nc3nc(=S)[nH]c4ccccc34)n2)cc1,-2.0,15.4,i
Cc1nn(C)c(C)c1NS(=O)(=O)c1ccc(OC(F)(F)F)cc1,-0.9,15.3,i
COc1ccc(OCC(=O)NCc2cccnc2)cc1,10.8,22.3,i
CC(C)c1nnc(NC(=O)C2CC(=O)N(CCc3ccc(F)cc3)C2)s1 (stereo not given),-0.8,-1.1,i
CC(C)(C)N1C(=O)[C@H]2[C@@H](c3ccc(Br)cc3)N3C(=O)N(c4ccccc4)C(=O)[C@@]3(C)[C@H]2C1=O,-1.1,26.8,i
Cc1nn(CC(=O)NCCCN2CCN(C)CC2)c(=O)c2cc(-c3ccccc3)nn12,1.2,8.9,i
COc1ccc(S(=O)(=O)N2CCOCC2)cc1NC(=O)c1cc(=O)[nH]c2ccccc12,-2.3,2.9,.
CN(C)CCn1c(=S)[nH]c2ccccc2c1=O,-1.1,-2.1,i
Cc1cccc(C2NC(c3cccc(C)c3)C([N+](=O)[O-])C(C)(C)C2[N+](=O)[O-])c1 (stereo not given),-0.7,12.8,i
O=C(CCc1ccccc1)N1N=C(c2ccncc2)CC1(O)C(F)(F)F (stereo not given),0.2,5.9,i
O=C(COc1ccc(Cl)cc1)NCc1nnc(SCC(=O)NC2CCCC2)o1,-1.7,26.9,i
C#CCOCCOCCOCCNc1nc(N2CCN(C(=O)[C@H](CCC(=O)O)n3cc(C(N)CC(C)C)nn3)CC2)nc(N2CCN(C(=O)[C@H](Cc3cc4ccccc4[nH]3)n3cc(C(N)CC(C)C)nn3)CC2)n1 (stereo not given in full),-0.7,27.2,i
O=C1NC[C@H](CC2CCCCC2)N(CCc2cccc(F)c2)C1=O,-0.2,3.2,i
COc1cccc(CN(C)CC(=O)Nc2ccccc2C(=O)NC2CC2)c1,0.0,6.5,.
O=C(Nc1cccc(F)c1)Nc1ccnn1C1CCN(C(=O)c2ccccn2)CC1,-1.4,14.7,i
O=CNC(=O)c1ccccc1C(=O)O,0.1,6.4,i
O=S(=O)(CC(CN1CCOCC1)N1CCOCC1)c1ccccc1 (stereo not given),0.4,4.7,i

# Four compounds already listed, arranged by the number in STK33 kinase inh, falling.
canonical_smiles	STK33 kinase inh	OX1R antag	KCNQ2 block
O=C(Cc1ccccc1)NCC(=O)OCC(=O)c1ccccc1Cl	2.3	3.0	i
O=C(NC1CCCC1)C(c1ccncc1)N(C(=O)Cn1nnc(-c2ccccc2F)n1)c1cccc(F)c1 (stereo not given)	0.0	13.1	i
COC(=O)c1ccc(NC(=O)CSc2nc(N)c(NC(=O)c3ccc(Br)o3)c(=O)[nH]2)cc1	-0.1	10.2	i
CN(C)CCn1c(=S)[nH]c2ccccc2c1=O	-1.1	-2.1	i

# Later entries:
SMILES,STK33 kinase inh,OX1R antag,KCNQ2 block
Cc1ccc(S(=O)(=O)N2CCC(C(=O)Nc3ccccc3N3CCCCC3)CC2)cc1C,-0.1,5.0,i
O=C(C1CCCN(S(=O)(=O)c2ccc(F)cc2)C1)N1CCCCCC1 (stereo not given),1.1,17.2,i
CC(C)CCNC(=O)CCS(=O)(=O)c1cccc2nonc12,0.2,47.9,i
O=S(=O)(NCCSc1ccccc1)c1ccc(F)cc1,-1.6,7.7,i
CCOc1ccccc1Nc1nnc(SCC(=O)Nc2nc(-c3ccc(OC)cc3)cs2)s1,0.0,29.8,i
CCC(=O)Nc1ccc(C(=O)N2CCN(C(=O)c3ccco3)CC2)cc1,-1.7,11.9,i
CC1=NN(C(=O)c2ccccc2Cl)C(O)(c2ccccc2)C1 (stereo not given),-0.3,12.0,i
CCCCc1cc(=O)oc2cc(C)cc(OCC(=O)N3CCC(C(=O)O)CC3)c12,-0.4,16.1,i
CN(C)C(=S)SCC(=O)NCc1ccc(F)cc1,-1.1,15.3,i
O=Cc1ccc(-c2ccc(Cl)cc2Cl)[nH]1,-0.2,6.8,i
CCC(C(=O)n1cccc1C#N)c1ccccc1C (stereo not given),-0.3,2.5,.
CCNc1nc2ccccc2[nH]1,0.2,8.0,i

# High-throughput results: PubChem BioAssay, several laboratories
